High-throughput results as filed in PubChem BioAssay.
uPA surface inh – qHTS for Inhibitors of Cell Surface uPA Generation. cell surface uPA generation assay, qHTS. Potency, µM (series often up to 38.3 µM), without a hit: top-dose activity change, negative = inhibition, most hits filed as inhibitors. 0.31% of 330,000 active; active means well fitted inhibition curve with a large enough effect; inconclusive means small, poorly fitted or top-dose-only effect; inactive means no such curve, though single readings can be large or run the other way; tested in mouse RAW 264.7 cells; further: on the % scale 0 is the no-effect control and ±100 the full control effect; nearly all actives have a fitted effect of over 55% in size
ELG1 genotox – qHTS screen for small molecules that induce genotoxicity in human embryonic kidney (HEK293T) cells expressing luciferase-tagged ELG1; HEK293T ELG1-luciferase reporter, luminescence, 16 h; Potency, µM (highest dose often 46 µM), inactives show at the top dose activity change, positive = activation, actives largely listed as activators; 1.3% of 330,000 active; AID 504466, 2011; further: % of control where 0% means no effect; nearly all actives have a fitted effect of over 60% in size
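Cells (2,000/well) expressing the ELG1-luciferase fusion are dosed by pin tool and kept 16 hr at 37 °C, 5% CO2. Signal comes from ONE-Glo luciferase reagent after 30 min at room temperature.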
VP16 counter – VP16 counterscreen qHTS for inhibitors of ROR gamma transcriptional activity; Drosophila S2 Gal4-VP16 UAS-luciferase, luminescence, 20 h; Potency, µM (titrated, usually from 53.6 µM), for inactives: at the top dose activity, negative = inhibition, usual class: inhibitors; 3.5% of 310,000 active;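 further: Gal4-VP16 expression switched on by copper sulfate through the metallothionein promoter; on the % scale 0 is the no-effect control and ±100 the full control effect; nearly all actives have a fitted effect of over 50% in size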
MBNL1-CUG inh – qHTS Assay for Inhibitors of MBNL1-poly(CUG) RNA binding. Muscleblind-like protein 1 (Homo sapiens), Q9NR56. TR-FRET MBNL1-His/biotin-(CUG)12 binding, 665/545 ratio. AID 2675, 2010. 0.036% of 280,000 active. Potency, µM (doses to about 57.5 µM), for inactives: at the highest dose activity change, negative = inhibition, most hits filed as inhibitors; active means well fitted inhibition curve with a large enough effect in the signal ratio, with a control signal flat, not every such curve was filed as active; inconclusive means small, poorly fitted or top-dose-only effect, or effect the other way, or a change in a side signal; inactive means no such curve, though single readings can be large or run the other way; the % refers to the signal ratio; further: on the % scale 0 is the no-effect control and ±100 the full control effect
Target sequence (Q9NR56 whole entry, looked up): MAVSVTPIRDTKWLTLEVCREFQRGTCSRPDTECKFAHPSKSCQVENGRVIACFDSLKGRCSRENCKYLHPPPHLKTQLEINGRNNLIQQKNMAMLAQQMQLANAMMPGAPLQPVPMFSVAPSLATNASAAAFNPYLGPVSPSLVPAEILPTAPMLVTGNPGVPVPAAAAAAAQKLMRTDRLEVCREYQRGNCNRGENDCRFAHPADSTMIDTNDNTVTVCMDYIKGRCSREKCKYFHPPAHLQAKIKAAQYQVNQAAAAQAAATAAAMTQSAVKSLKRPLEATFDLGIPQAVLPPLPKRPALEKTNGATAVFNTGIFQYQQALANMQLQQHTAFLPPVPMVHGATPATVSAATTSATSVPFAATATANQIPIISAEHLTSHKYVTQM
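MBNL1-His + Biotin-(CUG)12, cpd titration 92 nM–58 uM; Tb anti-His Ab 0.055 ng/ul, SA-XL665 5 nM (final); 60 min RT; ratiometric 665/545 nm, Ex 340 nm; normalized to buffer and full-complex controls.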
p53 reactivator – qHTS assay for re-activators of p53 using a Luc reporter; H1299 p53-A138V BP100-luciferase reporter, luminescence, 24 h; AID 504706, 2011; 0.063% of 320,000 active; Potency, µM (doses to about 92.2 µM), without a hit: at the top dose activity change, positive = activation, most hits filed as activators; further: % of control where 0% means no effect; nearly all actives have a fitted effect of over 45% in size
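H1299 (p53-null), stable ts p53-A138V + BP100-Luc; 1000 cells/well, Opti-MEM/10% FBS; cpd 4 pt, 1:5; 24 h, 37 deg C, 5% CO2; detection reagent 10 min RT; luminescence.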
NPC1 promoter act – qHTS Assay for NPC1 Promoter Activators. 2.4% of 320,000 active. Huh7 NPC1 promoter luciferase reporter, 24 h. Potency, µM (titrated, usually from 9.22 µM), without a hit: top-dose activation, usual class: activators;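 further: % of control where 0% means no effect; nearly all actives have a fitted effect of over 60% in size; reporter is driven by a mutant NPC1 promoter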
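Luciferase expression driven by the NPC1 promoter was measured in stably transfected Huh7 cells after a 24 h compound incubation, using a luciferase reagent and a luminescence read.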
BRCA1 expr act – qHTS Assay to Identify Small Molecule Activators of BRCA1 Expression; MCF7-BRCA1-FFLuc reporter, luminescence, 48 h; response scale: scaled: vehicle 0%, 10 µM genistein 100%; 1.1% of 380,000 active; Potency, µM (top dose mostly 46.1 µM), for the others: at the top dose activation, usual class: activators; AID 624202, 2012; further: nearly all actives have a fitted effect of over 80% in size; some results filed as inactive show a strong effect at the top dose
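48 h compound treatment of MCF7-BRCA1-FFLuc cells (phenol-red free MEM, 37 °C), then 15 min with luciferase substrate and luminescence imaging.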
FLuc modulator – qHTS profiling assay for firefly luciferase inhibitor/activator using purifed enzyme and Km concentrations of substrates (counterscreen for miR-21 project); purified FLuc, Km substrates, luminescence inhibition; AID 588342, 2011; Potency, µM (top dose mostly 57.5 µM), inactives show at the highest dose activity change, negative = inhibition, hits mostly inhibitors; Luciferin 4-monooxygenase (Photinus pyralis), P08659; 6.9% of 360,000 active;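 further: plate controls were vehicle for no effect and reference inhibitor for full effect; nearly all actives have a fitted effect of over 55% in size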
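Biochemical qHTS of compounds, final roughly 60 µM downward over six points, against 10 nM purified firefly luciferase using Km concentrations of substrates (10 uM D-luciferin, 10 uM ATP) in Tris acetate pH 7.5 buffer; luminescence output.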
Rab9 prom act – qHTS Assay for Rab9 Promoter Activators; 2.8% of 320,000 active; Potency, µM (series often up to 9.22 µM), inactives show at the highest dose activation, negative = inhibition, most hits filed as activators; Huh7 Rab9 promoter-luciferase reporter, luminescence, 24 h; further: % of control where 0% means no effect; nearly all actives have a fitted effect of over 60% in size
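Cells were plated at 1500 per well in reduced-serum medium with 10% FBS and left 2 h. Compound in DMSO was then added for 24 h at 37 °C. Reporter signal was read by luminescence after 10 min with luciferase detection reagent.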
RORg inh – qHTS for inhibitors of ROR gamma transcriptional activity; Drosophila S2 Gal4-RORgamma UAS-luciferase reporter, 20 h; AID 2551, 2010; 5.4% of 310,000 active; Potency, µM (top dose mostly 53.6 µM), inactives show top-dose activity change, negative = inhibition, actives largely listed as inhibitors; Nuclear receptor ROR-gamma (Mus musculus), P51450; further: on the % scale 0 is the no-effect control and ±100 the full control effect; nearly all actives have a fitted effect of over 60% in size
Target sequence (P51450 whole entry, looked up, the tested form may be a part): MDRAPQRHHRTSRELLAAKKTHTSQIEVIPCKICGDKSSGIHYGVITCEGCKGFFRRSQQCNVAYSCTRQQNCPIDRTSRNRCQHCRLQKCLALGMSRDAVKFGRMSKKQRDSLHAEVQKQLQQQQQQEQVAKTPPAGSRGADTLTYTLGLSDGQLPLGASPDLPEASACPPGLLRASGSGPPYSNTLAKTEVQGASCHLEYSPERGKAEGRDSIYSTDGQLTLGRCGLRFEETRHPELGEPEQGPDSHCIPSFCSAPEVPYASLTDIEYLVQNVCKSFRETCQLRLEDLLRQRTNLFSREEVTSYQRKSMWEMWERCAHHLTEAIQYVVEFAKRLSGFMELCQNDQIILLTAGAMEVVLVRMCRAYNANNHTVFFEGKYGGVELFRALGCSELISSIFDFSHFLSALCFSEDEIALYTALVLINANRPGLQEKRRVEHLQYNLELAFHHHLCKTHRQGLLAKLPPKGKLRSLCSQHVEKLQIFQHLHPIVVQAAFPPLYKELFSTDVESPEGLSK
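A Gal4/UAS one-hybrid system in insect cells: metallothionein-promoter Gal4–ROR gamma fusion plus Photinus luciferase reporter. Copper sulfate 700 uM final, 20 hr ambient incubation, luminescent detection after 10 min with reagent.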
* marks the source's active call; other numbers are inactive results; ? = inconclusive; / = no result given; [ ] = another dose, or the depositor's remark. Unless noted, the call rests on the fitted dose curve; in most records, active means well fitted curve in the direction sought with a large enough effect; inconclusive means small, poorly fitted or top-dose-only effect, or another doubt; inactive means no such curve, though single readings can be large; an effect the other way counts as inactive or inconclusive. Potency means the concentration at half of the fitted maximal effect. An unsorted share of the library; about 13% have a hit in one of these screens.

SMILES	uPA surface inh	ELG1 genotox	VP16 counter	MBNL1-CUG inh	p53 reactivator	NPC1 promoter act	BRCA1 expr act	FLuc modulator	Rab9 prom act	RORg inh
CCn1nc(C)c(NC(=O)/C=C/c2ccc(OC)c(COc3ccc(Cl)cc3Br)c2)c1C	4%	0%	-19%	0%	-3%	-8%	-1%	1%	1%	1%
CN(Cc1ccccc1)Cc1nc2c([nH]1)c(=O)[nH]c(=O)n2C	-2%	-1%	12%	8%	11%	-1%	1%	2%	6%	-25%
Cc1ccc(-c2cc(C(=O)Nc3c(C#N)cnn3C)no2)cc1	?	13%	-12%	6%	24%	15%	83%	6.7µM*	27%	9%
CC(C)(C)C(=O)Nc1cc2nn(-c3ccccc3)nc2cc1Cl	-13%	?	3.5µM*	24%	-4%	-13%	-109%[inhibitor]	0.076µM*	-16%	0.63µM*
O=C(O)c1cccc(S(=O)(=O)N2CCN(c3ccccn3)CC2)c1	6%	1%	-16%	-2%	11%	2%	-22%	-1%	-2%	3%
Cc1ccccc1CN1CCN(CC2CC2)CC1CCO (stereo not drawn)	5%	2%	-3%	3%	-4%	2%	-2%	-2%	1%	-1%
COc1ccc(CCNC(=O)c2ccc3nc(-c4ccco4)c(-c4ccco4)nc3c2)cc1OC	-12%	-12%	4%	?	-3%	-4%	-70%	?	-10%	6%
O=C(O)/C=C/C(=O)NNC(=O)c1ccccc1Br	/	0%	-16%	4%	1%	-1%	1%	-5%	-1%	11µM*
CCc1nnc(N2C(=O)c3cccc4cccc(c34)C2=O)s1	1%	0%	17%	?	-11%	6%	-32%	-4%	0%	3%
Cc1cc(Br)ccc1OCCn1ccnc1	2%	-1%	-5%	-7%	-4%	0%	-25%	-1%	1%	-16%
COc1cc2nc(N(CCN(C)C)C(=O)c3ccc4ccccc4c3)sc2cc1OC	-5%	0%	-15%	20%	8%	-1%	0%	0%	0%	-22%
Cc1cc(C)cc(N(C(=O)c2cc3ccccc3oc2=O)C2C=CS(=O)(=O)C2)c1 (stereo not drawn)	10%	0%	-17%	0%	-1%	0%	-20%	2%	3%	-8%
Cc1ccccc1NC(=O)CN1C(=O)S/C(=C\c2cccn2-c2cccc(C(=O)O)c2)C1=O	9%	1%	3%	12%	-11%	1%	0%	7%	-5%	5%
CCOc1ccccc1NC(=O)CCC(=O)Nc1ccccc1OCC	-1%	8%	-7%	0%	-3%	9%	-2%	6%	-1%	2%
COc1cccc(/C=C/C(=O)OCC(=O)Nc2cccc(S(=O)(=O)N3CCOCC3)c2)c1OC	-2%	2%	-18%	13%	0%	-2%	-3%	?	0%	20%
O=C(c1ccc(Cl)c(S(=O)(=O)NCc2ccco2)c1)N1CCN(c2ccc(F)cc2)CC1	-8%	-10%	2%	-6%	-7%	-3%	-38%	-2%	12%	6%
O=C(CSc1nnc(CNc2ccc(F)cc2)o1)c1ccccc1	1%	1%	-6%	1%	20%	10%	-4%	-16%	25%	-4%
COc1cccc(C(=O)NCCSCc2c(F)cccc2Cl)c1	-2%	?	-1%	-5%	12%	22%	79%	?	?	3%
O=C(NCc1ccccc1Cl)c1ccc2c(=O)n(CC3CCCO3)c(=S)[nH]c2c1 (stereo not drawn)	-2%	-5%	?	-3%	6%	0%	-1%	?	0%	?
CC(C)CNS(=O)(=O)c1ccc(CCC(=O)N2CCCC2)cc1	0%	-2%	-7%	-2%	2%	-3%	2%	-1%	1%	-19%

A section of the results above, for reference:
SMILES	uPA surface inh	ELG1 genotox	VP16 counter	MBNL1-CUG inh	p53 reactivator	NPC1 promoter act	BRCA1 expr act	FLuc modulator	Rab9 prom act	RORg inh
CCn1nc(C)c(NC(=O)/C=C/c2ccc(OC)c(COc3ccc(Cl)cc3Br)c2)c1C	4%	0%	-19%	0%	-3%	-8%	-1%	1%	1%	1%
CN(Cc1ccccc1)Cc1nc2c([nH]1)c(=O)[nH]c(=O)n2C	-2%	-1%	12%	8%	11%	-1%	1%	2%	6%	-25%

Next section.
SMILES	uPA surface inh	ELG1 genotox	VP16 counter	MBNL1-CUG inh	p53 reactivator	NPC1 promoter act	BRCA1 expr act	FLuc modulator	Rab9 prom act	RORg inh
Cc1cc2occ(CC(=O)NC3CCCc4ccccc43)c2cc1C (stereo not drawn)	3%	-6%	6%	/	-3%	-2%	-22%	-2%	-1%	21%[10 µM]
O=C(Cn1cc(C(=O)C(F)(F)F)c2ccccc21)Nc1ccccc1F	?	-5%	-1%	10%	/	0%	-15%	8%	-1%	18%
Cc1cccc(CCNc2nc3ccccc3n3nnnc23)c1	4%	-1%	-3%	9%	0%	0%	1%	0%	3%	8%
CC1(C)CC(=O)CC2(C1)NCC(c1ccccc1)c1c2[nH]c2ccccc12 (stereo not drawn)	1%	-12%	11%	-3%	-2%	0%	-38%	-7%	0%	45%
O=c1c(Cc2ccc(F)cc2)c(O)ccn1Cc1ccc(Cl)cc1Cl	4%	-6%	-14%	?	-1%	3%	-14%	-1%	-1%	41%
Nc1cccnc1Oc1ccc(F)cc1	-2%	6%	-14%	/	5%	-5%	9%	2%	-1%	24%
COc1ccc(C(O)c2nccn2C)cc1 (stereo not drawn)	8%	2%	0%	-4%	-2%	0%	-13%	2%	4%	-5%
CCC(C)NC(=O)c1ccccc1NC(=O)C1COc2ccccc2O1 (stereo not drawn)	7%	-11%	4%	?	1%	1%	-19%	2%	11%	3%
CCN(CCC(=O)Nc1cc(OC)cc(OC)c1)Cc1ccccc1	-1%	0%	-1%	-19%	-2%	3%	-43%	-5%	5%	10%
O=C(O)[C@H]1CCCC[C@H]1C(=O)Nc1cc([N+](=O)[O-])ccc1F	0%	3%	-7%	?	15%	-1%	-17%	-6%	11%	-4%
COc1ccc(O)c(/C=N/NS(=O)(=O)c2ccc(C)cc2)c1	2%	19%	-5%	-5%	?	-4%	4%	-5%	-2%	28%
COc1ccc(NC(=O)Cn2c(=O)n(CC3CCCO3)c(=O)c3cc(OC)c(OC)cc32)c(OC)c1 (stereo not drawn)	3%	0%	2%	0%	/	-4%	-8%	3%	0%	2%
Cc1cccc(NC(=S)NC(=O)CCc2ccccc2)c1	-3%	0%	?	9%	?	17%	37%	?	0%	10µM*
Cc1ccc(N2C(=O)CSC23C(=O)Nc2ccccc23)cc1 (stereo not drawn)	7%	-3%	-1%	?	-5%	1%	3%	0%	-1%	?
O=C(NC(NC1CCS(=O)(=O)C1)C(Cl)(Cl)Cl)c1cccc(Cl)c1 (stereo not drawn)	-2%	-4%	1%	-5%	3%	-2%	3%	1%	4%	23%
COCC1CCN(C(=O)C2CCC(=O)N(Cc3cccc(F)c3)C2)CC1 (stereo not drawn)	-2%	0%	1%	-1%	10%	0%	3%	2%	5%	-2%
O=C(NCCN1CCOCC1)c1ccc2ccccc2n1	/	14%	-2%	7%	8%	0%	3%	0%	-6%	-1%
CN1C=CC(=C2C(=O)c3ccccc3C2=O)C=C1	/	2.9µM*	?	?	4%	0.45µM*	/	3µM*	0.35µM*	?
COCCC(=O)N1CCC(Oc2ccc(C(=O)NC3Cc4ccccc4C3)cc2)CC1	-4%	-7%	-4%	0%	3%	16%	-37%	-6%	0%	-1%
O=c1[nH]c(CN2CCN(c3ccccc3)CC2)nc2ccccc12	0%	2%	-1%	-1%	4%	8%	-27%	-5%	-4%	28%
COc1ccc(/C=N/Nc2nncn2N)cc1Br	-13%	9%	?	?	-14%	10%	-96%	-13%	15%	16%[1.91 µM]
N#Cc1nc(-c2cccc(Cl)c2)oc1N1CCC(C(N)=O)CC1	1%	1%	8%	1%	-7%	-5%	-3%	0%	-1%	-15%
CC(=O)NC1C(OCCOc2ccc(Cl)cc2Cl)OC(COC(C)=O)C(OC(C)=O)C1OC(C)=O (stereo not drawn)	4%	-3%	6%	-9%	1%	3%	-12%	-2%	4%	38%
COc1cc(OC)cc(C(=O)NC(=S)NCCc2ccccc2)c1	/	-2%	0.63µM*	?	26%	2%	0%	-19%	1%	0.71µM*
CC(C)CCNC(=O)c1ccc(NC(=O)C2=CSCCO2)cc1	9%	?	5%	5%	1%	27%	79%	?	?	30%
Cc1ccc(NC(=O)CN(C)C(=O)COC(=O)C2=COCCO2)cc1	1%	0%	/	/	7%	0%	-8%	-2%	-4%	/
Cc1cc(C)c2[nH]c(C(=O)Nc3ccc4c(c3)OCO4)cc2c1	-14%	1%	-25%	4%	7%	?	60%	12µM*	?	0.4µM*
COC(=O)CCC(=O)Nc1cccc(Br)c1	13%	-4%	-9%	4%	-1%	-4%	-14%	10%	-5%	17%
Cc1nc(SCC(=O)NC2CCCC2)[nH]c(=O)c1Cc1ccccc1	7%	-1%	3%	3%	-5%	0%	-12%	-3%	-1%	19%
COc1cc(SC)ccc1C(=O)N1CCN(c2ccccc2F)CC1	0%	0%	3%	-14%	-7%	-2%	-6%	5%	-5%	4%
